KCNK9 block – blocks the human KCNK9 two-pore domain potassium channel | 310,000 tested, 1.2% active | B-score at 10 µM | HEK293 KCNK9, FluxOR thallium flux fluorescence; hits give low values;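 active = ratio B-score over 3 SD below the library mean, with starting fluorescence within 5 SD of its mean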;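 note: negative B-score means less thallium flux so channel inhibition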
KCNQ1 block – human KCNQ1 channel inhibition; CHO-K1 KCNQ1, FluxOR thallium flux fluorescence; hits give high values; P51787; 310,000 tested, 1.3% active; B-score at 10 µM;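 active = compounds whose thallium flux B-score, printed positive for inhibition, exceeds three library SD while starting fluorescence stays within three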;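 note: channel opened by potassium depolarization with thallium stimulus after 20 min compound exposure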
GSK3A inh – blocks human GSK-3 alpha kinase | P49840 | ADP-Glo luminescence, 60 min | inhibition, % at 10 µM | 320,000 tested, 0.1% active;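 in the data active = inhibition above about 50%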;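 note: GST-tagged GSK-3 alpha with peptide substrate and 25 µM ATP; 0% = DMSO neutral wells and 100% = GW8510 positive control wells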
KCNQ1 pot – human KCNQ1 channel potentiation or activation; P51787; CHO-K1 KCNQ1, thallium flux FluxOR fluorescence; hits give high values; B-score at 10 µM; 310,000 tested, 0.35% active; AID 2648;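 active = fluorescence ratio B-score, a plate-corrected score, at least three library SD, with initial intensity B-score within 5 SD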
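System: CHO-K1 cells stably expressing KCNQ1 / Medium: assay buffer for compound exposure, DMSO matched across wells / Reagent: thallium- and potassium-containing depolarizing buffer / Compound: one concentration, matched DMSO / Incubation: 20 min compound pretreatment at room temperature / Measured by: kinetic FluxOR fluorescence, 10 s baseline plus 110 s post-stimulus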
KCNK3 inh – human KCNK3 channel inhibition, primary screen; CHO-KCNK3 thallium flux, FluxOR fluorescence; hits give low values; B-score at 10 µM; 340,000 tested, 0.84% active; O14649;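 active = B-score under library mean minus 4 SD, starting fluorescence ratio at most library mean plus 5 SD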;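 note: more negative B-score means stronger inhibition of thallium flux through KCNK3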
hERG protect – hERG (human) protection from proarrhythmic block; Q12809; CHO-hERG, FluxOR thallium flux, dofetilide IC70 present; activation (rescue from dofetilide block), less the hit threshold, % at 10 µM; 310,000 tested, 0.51% active;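 active = activation above the mean of controls blocked by dofetilide plus 5 SD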;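 note: thallium influx through hERG after potassium depolarization seen as dye fluorescence rise; in these data hits start at about 4.7%; inactives centre near -7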
DYRK1A inh – blocks rat Dyrk1A kinase activity; Q63470; ADP-Glo luminescence, NFATc1 peptide; inhibition, % at 12.5 µM; 310,000 tested, 0.43% active; AID 504441; in the data active = inhibition above about 50%;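 note: plate controls were vehicle with enzyme for no effect and no enzyme for full effect; many of its hits are not listed in these tables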
PolyA inhibitor – yeast polyadenylation inhibition | S. cerevisiae SKY197-pL101 polyadenylation reporter, beta-gal luminescence; efflux-impaired pdr1/pdr3 knockout yeast; score 100 = 6 SD above DMSO | calls only at 12 µM | 300,000 tested, 0.02% active | AID 1875;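 active = lowest replicate activity score at least 50, where 100 means six control SD above control mean; inconclusive = lowest score under 50 but half or more replicates reach 50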;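 note: yeast exposed to compound for 9 h at 30 °C; higher score means more reporter readthrough which indicates perturbed polyadenylation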
HDAC3 inh – inhibitors of human histone deacetylase 3; recombinant HDAC3, fluorogenic peptide/trypsin coupled, fluorescence; inhibition, % at 8.3 µM; O15379; 320,000 tested, 0.15% active; in the data active = inhibition above about 26%, passing the limit was not always enough; inconclusive = no clear call, values can overlap the other calls
Target sequence (O15379 whole entry, looked up): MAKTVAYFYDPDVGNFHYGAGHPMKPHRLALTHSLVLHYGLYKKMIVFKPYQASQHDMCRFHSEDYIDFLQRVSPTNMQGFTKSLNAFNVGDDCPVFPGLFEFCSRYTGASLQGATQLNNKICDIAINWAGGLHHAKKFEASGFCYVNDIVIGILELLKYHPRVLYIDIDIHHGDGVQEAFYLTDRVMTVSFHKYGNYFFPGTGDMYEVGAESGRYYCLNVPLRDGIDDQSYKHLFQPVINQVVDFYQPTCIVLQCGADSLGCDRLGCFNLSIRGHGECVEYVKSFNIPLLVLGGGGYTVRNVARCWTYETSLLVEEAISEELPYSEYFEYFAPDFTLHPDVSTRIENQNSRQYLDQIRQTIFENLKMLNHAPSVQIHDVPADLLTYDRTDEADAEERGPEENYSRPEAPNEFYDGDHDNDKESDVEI
RGS4 act – RGS4 potentiation or activation; HEK293 M3R/inducible RGS4, carbachol calcium flux Fluo4; hits give low values; B-score at 10 µM; 310,000 tested, 0.92% active; AID 463111;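 active = B-score of the integrated calcium signal more than 4 SD below the library mean, with starting fluorescence not abnormally high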;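 note: negative B-score means reduced calcium response which marks RGS4 activation or potentiation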
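test system = M3R-expressing HEK293 line, RGS4 induced by doxycycline | probe or stimulus = carbachol at ECmax as muscarinic agonist stimulus | timing = dye loading 30 min 37 °C, buffer rest 30 min RT | signal = calcium dye Fluo4 fluorescence | evaluation = B score from integrated fluorescence ratio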
GSK3B inh – inhibitors of human GSK3beta kinase. P49841. GST-GSK3beta kinase, ADP-Glo luminescence, 60 min; hits give low values. activity score (negative = inhibition), % at 10 µM. 300,000 tested, 0.038% active. AID 2097;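 active = more than half of replicate wells score below -50%, meaning over 50% inhibition versus plate controls; inconclusive = some replicates but at most half score below -50%; inactive = no replicate scores below -50%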;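 note: 0% = median DMSO wells and -100% = median GW8510 positive control wells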
Target sequence (P49841 whole entry, looked up): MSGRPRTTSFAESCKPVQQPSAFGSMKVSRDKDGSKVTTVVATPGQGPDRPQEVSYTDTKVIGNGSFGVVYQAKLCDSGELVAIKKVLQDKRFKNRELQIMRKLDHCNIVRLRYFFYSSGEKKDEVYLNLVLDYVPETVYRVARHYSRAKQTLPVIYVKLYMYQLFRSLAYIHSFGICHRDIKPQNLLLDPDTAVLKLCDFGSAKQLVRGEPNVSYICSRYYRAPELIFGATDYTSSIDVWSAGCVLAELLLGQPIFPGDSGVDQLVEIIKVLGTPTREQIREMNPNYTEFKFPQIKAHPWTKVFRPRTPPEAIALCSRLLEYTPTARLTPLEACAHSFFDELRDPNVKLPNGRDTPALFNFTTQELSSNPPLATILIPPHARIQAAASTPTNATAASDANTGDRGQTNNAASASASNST
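Test system: GST-tagged human GSK3beta kinase, cell-free; evaluation: activity score scaled between in-plate DMSO and GW8510 controls; measured by: ADP-Glo luminescence; incubation: 60 min reaction, RT; benchmarks: DMSO and 20 µM GW8510; reagent: peptide substrate plus 25 µM ATP (final); medium: Tris/MgCl2 kinase buffer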
An asterisk follows results filed as active; i = inactive; ? = inconclusive; nt = not tested or not shown.

SMILES	KCNK9 block	KCNQ1 block	GSK3A inh	KCNQ1 pot	KCNK3 inh	hERG protect	DYRK1A inh	PolyA inhibitor	HDAC3 inh	RGS4 act	GSK3B inh
COc1ccc(NC(=S)N2CCN(S(=O)(=O)c3ccccc3)CC2)cc1	i	i	nt	i	i	-13	0	nt	0	i	2
COc1ccccc1CNC(=O)c1ccc(NS(=O)(=O)c2cccs2)cc1	i	i	-4	i	i	-7	-8	i	4	i	0
Cc1ccc(Cl)cc1NC(=O)C[n+]1ccc(Cc2ccc([N+](=O)[O-])cc2)cc1	i	i	1	i	i	-9	nt	i	?	i	-16
c1ccc(-n2nnnc2Oc2cccc3cccnc23)cc1	i	i	-3	i	i	-2	0	i	1	i	-1
COC(=O)C1=C(C(=O)OC)[C@@H]2N(Cc3ccccc3)c3ccccc3[C@@]23C[C@@H](CO)N(C(=O)NC2CCCC2)C3=N1	i	i	0	i	i	-3	0	i	-5	i	-4
CCOc1ccccc1C1N=C(c2ccc(OC)cc2)CC(c2ccccc2O)N1 (centres undefined)	i	i	-6	i	i	-17	-2	i	-5	i	3
O=C(Nc1nnc(-c2ccco2)o1)c1cccc2ccccc12	i	i	-5	i	i	-2	-5	i	5	i	4
O=C(Cn1cccc1C(=O)c1ccccc1)NCc1ccc(Cl)cc1	i	i	-1	i	i	-8	6	i	3	i	2
COc1ccc(COC(=O)C2=C(C)NC(=O)NC2c2cccc(OC)c2OC)cc1 (centres undefined)	i	i	17	i	i	-7	-3	i	-5	i	-3
CC(=O)N1CCN(C(=O)c2ccc(-n3c(C)ccc3C)cc2)CC1	i	i	-5	i	i	2	-4	i	0	i	2
CC(C)OP(=O)(OC(C)C)/C(C=O)=N\Nc1ccc([N+](=O)[O-])cc1	i	i	0	i	i	-4	2	nt	-3	i	0
COc1ccc(O)c(C(=O)c2cnn(-c3ccc(Cl)cc3)c2)c1	i	i	1	i	-12*	-4	10	i	0	i	0
CCCCC1CCC(C(=O)OC(C)C(=O)Nc2ccc(NC(C)=O)cc2)CC1 (centres undefined)	i	i	3	i	i	-8	-8	i	-5	i	3
CC(=O)c1cn(CCOc2ccc(F)cc2)c2ccccc12	i	i	-1	i	-9*	-7	21	i	-5	i	-4
O=C(CN1C(=O)C2CC=CCC2C1=O)Nc1nnc(SCc2c(Cl)cccc2Cl)s1 (centres undefined)	i	i	1	i	i	-2	9	i	2	i	0

Laid out differently: two of the compounds above.
c1ccc(-n2nnnc2Oc2cccc3cccnc23)cc1
  KCNK9 block = i	KCNQ1 block = i	GSK3A inh = -3	KCNQ1 pot = i	KCNK3 inh = i	hERG protect = -2	DYRK1A inh = 0	PolyA inhibitor = i	HDAC3 inh = 1	RGS4 act = i	GSK3B inh = -1
COC(=O)C1=C(C(=O)OC)[C@@H]2N(Cc3ccccc3)c3ccccc3[C@@]23C[C@@H](CO)N(C(=O)NC2CCCC2)C3=N1
  KCNK9 block = i	KCNQ1 block = i	GSK3A inh = 0	KCNQ1 pot = i	KCNK3 inh = i	hERG protect = -3	DYRK1A inh = 0	PolyA inhibitor = i	HDAC3 inh = -5	RGS4 act = i	GSK3B inh = -4

(listing goes on)
SMILES	KCNK9 block	KCNQ1 block	GSK3A inh	KCNQ1 pot	KCNK3 inh	hERG protect	DYRK1A inh	PolyA inhibitor	HDAC3 inh	RGS4 act	GSK3B inh
CC(C)CN1C(=O)NC(NS(=O)(=O)c2ccc(N)cc2)(C(F)(F)F)C1=O (centres undefined)	i	i	-2	i	i	-6	-4	i	-1	i	-2
O=C(Nc1ccc(F)cc1F)C1CCCN1S(=O)(=O)c1cccc2nsnc12 (centres undefined)	i	i	nt	i	i	-10	-3	i	nt	i	-2
CCc1nnc(NC(=O)c2ccc(S(=O)(=O)N3CCCc4ccccc43)cc2)o1	i	i	3	i	i	-8	1	i	4	i	0
Cc1cc(NC(=O)c2ccc(C)s2)n(-c2nc3ccccc3[nH]2)n1	i	i	-3	i	i	-5	1	i	-1	i	0
CCOC(=O)N1CCN(C2CCCN(C(=O)c3ccccc3N(C)C)C2)CC1 (centres undefined)	i	i	1	i	i	-6	1	i	-1	i	0
O=C(COn1nnc2ccc(S(=O)(=O)N3CCOCC3)cc21)Nc1c(F)c(F)c(F)c(F)c1F	-7.4*	i	-1	i	-8.8*	-11	2	i	3	i	2
O=C(CCOc1ccccc1)NCc1ccccc1	i	i	-2	i	i	-12	-3	i	-3	i	2
CC(OC(=O)Cc1n[nH]c(=O)c2ccccc12)C(=O)Nc1ccc(Cl)cn1 (centres undefined)	i	i	5	i	i	-14	5	i	10	i	-1
OCn1ncn(-c2ccccc2)c1=S	i	i	1	i	i	-2	5	i	-1	i	-2
COc1ccccc1CCNC(=O)c1csc2c1CCCC2	i	i	-5	i	i	-19	nt	i	-1	i	-5
CCCCCc1cc(=O)oc2c(C(CCN3CCCC(C)C3)c3ccc(N(C)C)cc3)c(OC)cc(OC)c12 (centres undefined)	i	i	nt	i	i	-30	-3	i	8	i	-4
Nc1nnc(CC(=O)N/N=C/c2ccc(-c3ccc(Cl)cc3Cl)o2)s1	i	i	-1	i	i	-9	-3	i	nt	i	-5
CC(C)OCCCNC(=O)c1cc(-c2cccnc2)nc2ccccc12	i	i	0	i	i	-6	-1	i	5	i	1
CCCCn1c(N)c(N(CC(C)C)C(=O)CSCC(=O)Nc2cccc(C)c2)c(=O)[nH]c1=O	i	i	1	i	i	-1	0	i	-5	i	nt
CC(=O)Nc1cccc(C(=O)/C=C/c2cccs2)c1	i	i	1	i	i	-13	0	i	5	i	2
Cc1cccc(C)c1NC(=O)C/C(N)=N/O	i	i	-2	i	i	-7	-10	i	7	i	0
CC(=O)N1C(C(=O)O)Cc2c([nH]c3ccccc23)C1C (centres undefined)	i	i	nt	i	i	-4	2	i	nt	i	-1
COc1ccc(/C=C2/C(=O)ON=C2C)cc1Br	i	i	-1	i	i	-6	1	i	7	i	4
Cc1cccc(C(=O)NNC(=O)CCCCC(=O)NNC(=O)c2cccc(C)c2)c1	i	i	0	i	i	-8	-3	i	4	i	1
COc1cc(N)c(Cl)cc1C(=O)OCC(=O)N1CCCC1	i	i	1	i	i	-1	-8	i	5	i	2
CCc1nc(SCC(=O)Nc2ccc(Br)cn2)n[nH]1	i	i	38	i	i	-9	32	i	-3	i	-33
N#C/C(=C\c1ccc(OCCN2CCOCC2)cc1)C(=O)Nc1ccc(S(N)(=O)=O)cc1	i	i	1	i	i	-10	-2	i	nt	i	5
Cc1cc(/C=N/NC(=O)C(O)(c2ccccc2)c2ccccc2)c(C)n1-c1ccccc1	i	i	-2	i	i	-6	1	i	1	i	1
CCOC(=O)c1c(N)sc2c1CCC(C)C2 (centres undefined)	i	i	1	i	i	-10	-3	i	-2	i	2
CCCS(=O)(=O)Nc1c(C(=O)O)[nH]c2ccccc12	i	i	nt	i	i	-3	-1	i	-11	i	-7
Cc1ccc(C2CCN(C(=S)Nc3cccc(Cl)c3)C2)cc1 (centres undefined)	i	i	0	i	i	-11	12	i	5	i	2
Fc1ccc(CSc2ncnc3sc4c(c23)CCCC4)cc1	i	i	-1	i	i	-9	2	i	12	i	2
COc1ccc(/C(O)=C2/C(=O)C(=O)N(Cc3cccnc3)C2c2ccco2)cc1OC (centres undefined)	i	i	-1	i	i	-12	4	i	1	i	0
Cc1cc(C(=O)COC(=O)c2ccccc2O)c(C)n1Cc1cccs1	i	i	-3	i	i	-11	-6	i	3	i	0
O=C(c1ccc(S(=O)(=O)c2cccc(Cl)c2)c([N+](=O)[O-])c1)N1CCN(c2ccccn2)CC1	i	i	-3	i	i	-2	-6	i	7	i	-2
CCn1c(SCC(=O)Nc2nc(-c3ccccc3)cs2)nc2c1c(=O)n(C)c(=O)n2C	i	i	0	i	i	-4	-6	i	-8	i	0
O=C1Nc2ccccc2/C1=N/N=C/c1ccc(-c2ccc([N+](=O)[O-])cc2)o1	i	i	nt	i	i	-17	4	i	nt	i	2
Cc1ccc(CCC(=O)NCc2ccccc2)o1	i	i	-1	i	i	-3	1	i	3	-7.8*	-2
O=S(=O)(Cc1ccccc1)NCc1cccnc1	i	i	-2	i	i	-4	4	i	6	i	2
O=C(CS(=O)(=O)Cc1ccccc1)Nc1nc2ccccc2s1	i	i	1	i	i	-18	-7	i	11	i	-4
COc1ccc(S(=O)(=O)N2CCCC(C(=O)NCc3ccncc3)C2)cc1 (centres undefined)	i	i	1	i	i	-5	3	i	1	i	2
O=C(CCN1CCCCC1)NNC(=S)NC(=O)c1ccc(Br)cc1	i	i	2	i	i	-11	3	i	nt	i	0
NC(=O)C1=C[C@@H](c2ccc(C(F)(F)F)cc2)C[C@@H](OCCCCO)O1	i	i	-2	i	i	-6	2	i	-1	i	6
CC(C)Cc1ccc(C#N)c(SCC(N)=O)n1	i	i	0	i	i	-6	-2	i	-1	i	-4
COc1cc(NC(C)CCc2ccccc2)cc(OC)c1OC (centres undefined)	i	i	1	i	i	-8	-5	i	-13	i	1
CCOC(=O)N1CCN(CCC(=O)Nc2cccc(Cl)c2C)CC1	i	i	-1	i	i	-5	nt	i	-2	i	-2
COc1ccc(C2c3ccc(O)cc3Oc3ncn(Cc4ccco4)c(=N)c32)cc1 (centres undefined)	i	i	2	i	i	-18	5	i	-4	i	0
COc1ccc2c(c1)c(=O)cc(C)n2CC(=O)NCc1ccco1	i	i	0	i	i	-5	0	i	-1	i	-5
O=C(Nc1ccnn1C1CCN(Cc2ccc(C#CCCO)cc2)CC1)c1cccc(F)c1	i	i	-1	i	i	-4	0	i	-16	i	0
Cc1ccc(NC(=O)C(=O)NCCN2CCN(S(C)(=O)=O)CC2)cc1	i	i	-6	i	i	3	-3	i	-1	i	-1
O=C(NCCc1cccs1)C1CC(c2cccc([N+](=O)[O-])c2)=NO1 (centres undefined)	i	i	-2	i	i	-7	1	i	-13	i	0
COc1ccc(Cl)cc1NC(=O)CCNS(=O)(=O)c1cccc2nonc12	i	i	-3	i	i	-4	-4	nt	5	i	0
CCCCCN(C(=O)CCC(=O)OCc1cccc(F)c1)c1c(N)n(CCCC)c(=O)[nH]c1=O	i	i	-1	i	i	-5	5	i	-3	i	3
CNc1ccc(OC)cc1-n1cnc(-c2ccc([N+](=O)[O-])cc2)c1	i	i	-2	i	i	-5	-2	i	-4	i	1

These rows are one share of the data; count on the stated rates, not on these rows.
